# DRD3 antagonist = antagonists of human D3 dopamine receptor. P35462. D3R cells, DiscoveRx beta-arrestin luminescence, antagonist mode; hits give low values. max response, negative = inhibition, %. hit rate 2.5% among 360,000. AID 652054; in the data active = max response below about -50%; inconclusive = no clear call, values can overlap the other calls; also: % is scaled to controls: 0 for no effect and ±100 for the full control effect; mostly tested at two doses, the higher about 12 µM
# Target sequence (P35462 whole entry, looked up): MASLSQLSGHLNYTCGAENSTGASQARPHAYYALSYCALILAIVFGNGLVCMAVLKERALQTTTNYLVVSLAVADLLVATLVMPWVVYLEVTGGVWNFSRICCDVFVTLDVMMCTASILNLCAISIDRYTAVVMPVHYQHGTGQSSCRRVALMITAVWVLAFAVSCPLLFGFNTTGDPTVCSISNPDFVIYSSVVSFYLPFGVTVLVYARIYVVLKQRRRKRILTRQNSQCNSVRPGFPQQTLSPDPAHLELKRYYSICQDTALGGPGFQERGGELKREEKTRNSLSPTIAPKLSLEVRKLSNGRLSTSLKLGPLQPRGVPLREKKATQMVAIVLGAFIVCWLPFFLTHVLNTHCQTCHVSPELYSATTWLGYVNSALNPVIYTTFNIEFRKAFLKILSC
#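 Cells plated overnight at 1500 cells/well, then exposed to library compounds with dopamine controls for 90 minutes at 37 degrees C. DiscoveRx reagent added for 30–60 minutes at room temperature; luminescence read, quantitative HTS format.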
# GLP1R inv ag = GLP-1 receptor (human) inverse agonism; P43220; HEK293 GLP-1R CRE-luciferase, luminescence, 24 h; GLP-1R form is constitutively active; Potency, µM (top dose mostly 38.3 µM), for inactives: top-dose activity change, negative = inhibition, actives largely listed as inhibitors; hit rate 1.6% among 410,000; also: potency is read from the fitted curve at half-maximal effect; % is scaled to controls: 0 for no effect and ±100 for the full control effect; nearly all actives have a fitted effect of over 55% in size
#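 Constitutively active GLP-1R drives a cAMP-responsive luciferase in stably transfected HEK293 cells; test compounds are added after overnight (12 h) attachment and left 24 hr, and signal loss in luminescence marks inhibition.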
# PTHR1 agonist = PTHR1 (human) receptor agonism. HEK293 GP2 PTHR1 cells, GloSensor cAMP luminescence, 1 h. Potency, µM (top dose mostly 115 µM), inactives show at the top dose activation, usual class: activators. hit rate 0.075% among 410,000; also: potency is read from the fitted curve at half-maximal effect; nearly all actives have a fitted effect of over 55% in size; some results filed as inactive show a strong effect at the top dose; inactives centre near -15; many of its hits are not listed in these tables
# Target sequence (Q03431 whole entry, looked up): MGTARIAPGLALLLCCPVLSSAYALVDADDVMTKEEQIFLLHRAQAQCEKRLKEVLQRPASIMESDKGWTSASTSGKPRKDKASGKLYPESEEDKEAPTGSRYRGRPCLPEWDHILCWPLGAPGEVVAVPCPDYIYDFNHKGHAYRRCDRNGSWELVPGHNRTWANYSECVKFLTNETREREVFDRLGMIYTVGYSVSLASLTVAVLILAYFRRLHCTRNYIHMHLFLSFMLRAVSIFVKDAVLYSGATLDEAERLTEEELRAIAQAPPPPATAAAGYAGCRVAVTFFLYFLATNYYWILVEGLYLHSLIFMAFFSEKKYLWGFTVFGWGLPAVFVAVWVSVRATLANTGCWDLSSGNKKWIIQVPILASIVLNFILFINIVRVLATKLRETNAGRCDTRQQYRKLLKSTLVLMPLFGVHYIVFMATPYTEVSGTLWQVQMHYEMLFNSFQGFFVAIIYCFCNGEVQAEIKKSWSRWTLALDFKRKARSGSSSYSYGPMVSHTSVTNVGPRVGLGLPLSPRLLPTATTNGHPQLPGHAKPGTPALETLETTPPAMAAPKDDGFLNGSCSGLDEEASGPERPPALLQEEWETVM
#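 HEK-293-derived GP2 cells expressing PTHR1 and a GloSensor cAMP reporter, 3,000/well, plated overnight, given luciferin plus IBMX (each 0.5 mM as added) for 1 h at 37 °C, then compound for 1 h at 37 °C. Luminescence was read after 15 min at room temperature.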
# aSyn yeast inh = inhibitors of alpha-synuclein toxicity in yeast. Yeast expressing alpha-synuclein, growth rescue, BacTiter-Glo, 24 h. Potency, µM (top dose mostly 46.1 µM), for the others: at the highest dose growth rescue (activation), most hits filed as activators. hit rate 0.14% among 370,000; also: potency is read from the fitted curve at half-maximal effect; % of control where 0% means no effect; nearly all actives have a fitted effect of over 65% in size
#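 Screening used galactose-induced yeast with toxic alpha-synuclein levels, exposed to compound for 24 hr at 30 deg C. Cell growth, read with BacTiter-Glo luminescence, gave the measured signal.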
# Akt phos inh = blocks phosphorylation of Akt. Neuro2A IGF-stimulated pAkt S473 HTRF, 20 min; hits give low values. hit rate 0.32% among 360,000. activity change, % for hits at 50 µM; in the data active = activity change below about -80%; inconclusive = mostly about -51% to -80%; also: % is scaled to controls: 0 for no effect and ±100 for the full control effect
#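 Neuro2A cells (4,500/well, DMEM with 0.5% FBS) were treated with compound at a single 50 µM final concentration, stimulated with 6 nM IGF for 20 min at 37 °C, and lysed. Phospho-Akt Ser473 was read by HTRF as 665/615 ratio ×10^4.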
# GLP-1R agonist = agonists of human GLP-1 receptor; P43220; HEK293 GLP-1R CRE-luciferase, luminescence, 4-6 h; cells express a hypersensitive GLP-1R form; Potency, µM (top dose mostly 45.6 µM), for inactives: at the top dose activation, usual class: activators; hit rate 0.007% among 380,000; AID 624172; also: potency is read from the fitted curve at half-maximal effect; % of control where 0% means no effect
# Abeta yeast res = compounds reversing amyloid beta toxicity in yeast. yeast expressing A-beta42, growth rescue, OD600, 48 h; response scale: 0% DMSO, 100% iron-clioquinol control. Potency, µM (series often up to 46.1 µM), without a hit: at the top dose growth rescue, hits mostly activators. hit rate 0.063% among 410,000; also: potency is read from the fitted curve at half-maximal effect; nearly all actives have a fitted effect of over 55% in size
#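 Growth rescue measured by 600 nm absorbance after 48 h yeast culture at 30 C with compound. Values normalized between DMSO and an equimolar ferric chloride plus clioquinol control.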
# FUS suppressor = FUS proteinopathy suppression in yeast. S. cerevisiae FUS-expressing, growth rescue, OD600, 24 h. Potency, µM (doses to about 76.6 µM), for inactives: top-dose growth rescue (activation), most hits filed as activators. hit rate 0.24% among 390,000;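 also: potency is read from the fitted curve at half-maximal effect; plate controls were DMSO vehicle for no effect and reference control for full effect; nearly all actives have a fitted effect of over 55% in size; some results filed as inactive show a strong effect at the top dose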
#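 Steps: raffinose overnight preculture; dilution to OD 0.005 in 2% galactose minimal medium; compound addition (concentration series); 24hr at 30C, 99% humidity; absorbance read at 600 nm.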
# TDP-43 yeast inh = TDP-43 toxicity inhibition in yeast. TDP-43 expressing yeast growth rescue, BacTiter-Glo, 24 h. Potency, µM (titrated, usually from 46.1 µM), inactives show at the highest dose growth rescue (activation), actives largely listed as activators. hit rate 1.8% among 410,000; also: potency is read from the fitted curve at half-maximal effect; % of control where 0% means no effect; nearly all actives have a fitted effect of over 50% in size
#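 Yeast expressing TDP-43 (pregrown in raffinose, seeded at OD600=0.02 in galactose medium) exposed to compounds 24 hr at 30 deg C. Growth read by BacTiter-Glo luminescence; rescue of toxicity appears as increased signal.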
# The depositor's hits bear a star; i = inactive; u = inconclusive; x = no result given; [ ] = dose if it differs, or a comment. Unless noted, calls follow the shape of the dose curve; as a rule, active = well fitted curve in the direction sought with a large enough effect; inconclusive = small, poorly fitted or top-dose-only effect, or another doubt; inactive = no such curve, though single readings can be large; an effect the other way counts as inactive or inconclusive. Only part of the results is shown, so the mix of outcomes need not match the whole.
SMILES,DRD3 antagonist,GLP1R inv ag,PTHR1 agonist,aSyn yeast inh,Akt phos inh,GLP-1R agonist,Abeta yeast res,FUS suppressor,TDP-43 yeast inh
CCOC(=O)c1cnn(-c2ncnc3c2oc2ccccc23)c1N,21,38%[activator],-23%,10%,i,-5%,13%,x,22%
COc1ccc(C(=O)N/N=C2\CCc3ccccc32)cc1OC,-1,-3%,-34%[inhibitor],1%,i,1%,1%,-9%,-6%
COCCn1c(-c2cc(OC)c(OC)c(OC)c2)nc2oc3ccccc3c(=O)c2c1=O,-9,71%[activator],16%,2%,i,0%,-5%,u,-65%[inhibitor]
O=S(=O)(c1ccc(F)cc1)N1CCC(O)(c2ccc3c(c2)OCO3)CC1,10,-5%,i,29%,i,-7%,7%,15%,u
CN(C)c1cccc(C(=O)N/N=C/c2ccoc2)c1,11,-10%,-15%,1%,i,-1%,5%,7%,-15%
CCCn1c(N)c(C(=S)NC(=O)C2CC2)c(=O)n(C)c1=O,-6,6%,i,-5%,i,-1%,1%,x,11%
Fc1ccccc1N1CCN(C2CCN(Cc3c[nH]c4ccccc34)CC2)CC1,-60*,0%,-10%[57.5 µM],1%,i,-7%,6%,-9%,-8%
CN1CCN(C(=O)C(Cc2ccccc2)NS(=O)(=O)c2ccc3c(c2)CCC(=O)N3)CC1 (configuration not stated),0,-6%,-1%,-1%,i,-4%,-4%,-13%,9%
Cc1ccc(NC(=O)CSCC(=O)Nc2cc(C(F)(F)F)ccc2N2CCOCC2)cc1,8,u,-15%,1%,i,-3%,3%,38%,4%
NC(Cc1ccc(Cl)cc1)c1csc(Nc2ccc(C(=O)c3ccccc3)cc2)n1 (configuration not stated),-1,u,i,-51%[inhibitor],i,-9%,-13%,38%,24%
NC(=O)c1sc2nc3c(c(-c4ccc(Cl)cc4)c2c1N)CCCC3,15,u,-21%,u,i,0%,-15%,x,0%
O=C(CC(C(=O)O)c1cccc(Cl)c1)c1ccccc1 (configuration not stated),11,15%,i,6%,i,-2%,u,-33%,-5%
COc1ccccc1Oc1ccc(NC(=O)Cc2ccccc2)cc1,-16,u,-84%[inhibitor],16%,i,-3%,2%,5%,2%
CN(C)S(=O)(=O)c1cccc(NC(=O)CCc2nc3sc4c(c3c(=O)[nH]2)CCCC4)c1,44,-27%,-50%[inhibitor],-2%,i,9%,2%,-4%,11%
COc1ccc(C(=O)Nc2cc(C(C)=O)c(C)oc2=O)cc1,7,68%[activator],-22%,24%,i,10%,15%,4%,-2%[9.22 µM]
C[C@@H]1CN([C@H](C)CO)C(=O)CCCn2cc(nn2)CO[C@H]1CN(C)S(=O)(=O)c1ccc(C#N)cc1,-11,4%,-19%,0%,i,-2%,3%,-15%,6%
CC(C)COP(=O)(CNC(=O)CN1C(=O)c2ccccc2S1(=O)=O)OCC(C)C,10,36%[activator],-37%[inhibitor],0%,i,-4%,25%,32%,1%
C[C@@H]1C=C[C@](Cc2ccccc2)(C(=O)NCC2CC2)N1C(=O)c1ccccc1,-2,0%,-17%,-8%,i,1%,-3%,-14%,20%
Cc1c(NC(=S)SCc2ccccc2)c(=O)n(-c2ccccc2)n1C,-4,3%,0%,0%,i,-2%,-4%,16%,-20%
c1ccc2oc(SCc3cn4ccsc4n3)nc2c1,u,u,-27%,-6%,i,1%,-4%,20%,2%
COC(=O)c1sccc1NC(=O)c1cccs1,-5,11%,i,10%,i,6%,-4%,-3%,9%
CN(C)S(=O)(=O)c1cc(NC(=O)CN2CCNC(=O)C2)ccc1Cl,-18,29%,-18%,0%,i,0%,1%,x,-6%
Cc1ccc2cc(/C=N/NC(=O)[C@H](C)NC(=O)OC(C)(C)C)c(Cl)nc2c1,3,27%,i,-1%,i,-1%,11%,-7%,24%
C=Cc1ccc(Cn2c(C)c(C(=O)NCc3cccc(C(F)(F)F)c3)sc2=O)cc1,10,10%,-67%[inhibitor],-8%,i,5%,-9%,2%,21%
CCOc1ccc(CCN2C(=S)N([C@@H](Cc3ccc(O)cc3)CN3CCC[C@@H]3CN3C(=S)NC[C@@H]3CC(C)C)C[C@@H]2Cc2ccc(O)cc2)cc1,-80*,u,-17%,-24%,i,-6%,-16%,u,17%
COCCN(C(=O)CSCC(=O)Nc1ccc(C)cc1)c1c(N)n(CC(C)C)c(=O)[nH]c1=O,-8,7%,-22%,-3%,i,17%,3%,x,16%
O=C1CNC(=O)N1Cc1ccc(Br)cc1,7,0%,i,1%,i,-5%,2%,x,13%
Cc1cc(C)cc(NC(=O)Nc2ccc(NC(=O)c3ccccc3O)cc2)c1,13,u,i,-1%,i,7%,-14%,14%,1%
COC(=O)c1cc2occc2n1CC(=O)Nc1ccc(C)cc1Cl,x,0%,i,x,x,x,6%,8%,16%
Cc1onc(-c2ccccc2)c1-c1nc2ccccc2c(=O)o1,u,-9%,4%,-7%,i,-1%,-2%,19%,-20%
CN(CC(=O)Nc1c(Cl)cccc1Cl)C(=O)C1CSC2(C)CCC(=O)N12 (configuration not stated),5,4%,i,-2%,i,-1%,3%,-2%,-12%
COc1ccccc1N1C(=O)CC(Sc2ncccc2C(=O)O)C1=O (configuration not stated),39,3%,i,0%,i,-12%,17%,-3%,21%
Cc1ccc(CNC(=O)c2cc(-c3ccc(C)cc3)nc3n[nH]c(-c4ccc(F)cc4)c23)cc1,x,11%,i,x,x,x,-4%,-14%,u
O=C(NCc1ccccc1)c1cc(-c2cccc(O)c2)on1,-3,24%,-11%,-1%,i,4%,1%,-24%,18%
CCOC(=O)c1cccc(NS(=O)(=O)c2cc(-c3cnc(C4CC4)o3)ccc2C)c1,x,u,-40%[inhibitor],x,x,x,-21%,41%,20µM*
Cc1ccc(C)c(OCC(=O)Nc2sc3c(c2C#N)CCCC3)c1C,x,u,i,x,x,x,-8%,-3%,5%
CCOC(=O)C1CCCN(Cc2cc(=O)oc3cc(C)ccc23)C1 (configuration not stated),-8,5%,-18%,10%,i,19%,5%,3%,6%
S=C(c1ccc(-c2cccc(Cl)c2)o1)N1CCOCC1,-6,0%,-8%[57.5 µM],-26%,i,12%,-13%,36%,u
CCOC(=O)[C@]12CCCC=C1N(Cc1ccc(Cl)cc1Cl)C(=O)[C@H](CC(=O)NCCC(C)C)C2,u,u,-47%[inhibitor],0%,i,-2%,15%,u,0%
N#CC(=C=[N-])c1nc2ccccc2nc1-[n+]1cccc(NC(=O)c2ccccc2)c1,-18,16%,-21%,-4%,i,-6%,0%,-23%,-5%

# Another view of part of the listing above.
SMILES	DRD3 antagonist	GLP1R inv ag	PTHR1 agonist	aSyn yeast inh	Akt phos inh	GLP-1R agonist	Abeta yeast res	FUS suppressor	TDP-43 yeast inh
S=C(c1ccc(-c2cccc(Cl)c2)o1)N1CCOCC1	-6	0%	-8%[57.5 µM]	-26%	i	12%	-13%	36%	u
CCOC(=O)[C@]12CCCC=C1N(Cc1ccc(Cl)cc1Cl)C(=O)[C@H](CC(=O)NCCC(C)C)C2	u	u	-47%[inhibitor]	0%	i	-2%	15%	u	0%
N#CC(=C=[N-])c1nc2ccccc2nc1-[n+]1cccc(NC(=O)c2ccccc2)c1	-18	16%	-21%	-4%	i	-6%	0%	-23%	-5%

# Quoted at random: four compounds from above.
SMILES,DRD3 antagonist,GLP1R inv ag,PTHR1 agonist,aSyn yeast inh,Akt phos inh,GLP-1R agonist,Abeta yeast res,FUS suppressor,TDP-43 yeast inh
CCOc1ccc(CCN2C(=S)N([C@@H](Cc3ccc(O)cc3)CN3CCC[C@@H]3CN3C(=S)NC[C@@H]3CC(C)C)C[C@@H]2Cc2ccc(O)cc2)cc1,-80*,u,-17%,-24%,i,-6%,-16%,u,17%
CCOC(=O)c1cccc(NS(=O)(=O)c2cc(-c3cnc(C4CC4)o3)ccc2C)c1,x,u,-40%[inhibitor],x,x,x,-21%,41%,20µM*
Cc1ccc(CNC(=O)c2cc(-c3ccc(C)cc3)nc3n[nH]c(-c4ccc(F)cc4)c23)cc1,x,11%,i,x,x,x,-4%,-14%,u
CCOC(=O)[C@]12CCCC=C1N(Cc1ccc(Cl)cc1Cl)C(=O)[C@H](CC(=O)NCCC(C)C)C2,u,u,-47%[inhibitor],0%,i,-2%,15%,u,0%

# Later entries
SMILES,DRD3 antagonist,GLP1R inv ag,PTHR1 agonist,aSyn yeast inh,Akt phos inh,GLP-1R agonist,Abeta yeast res,FUS suppressor,TDP-43 yeast inh
CCc1ccc(OCC(=O)N2CC(C(N)=O)Oc3ccccc32)cc1 (configuration not stated),6,5%,i,4%,i,13%,0%,-4%,9%
COc1ccccc1-n1c(COc2ccccc2-c2ccccc2)nnc1SCC(=O)c1c(N)n(C)c(=O)n(C)c1=O,-4,-2%,-18%,-3%,i,0%,6%,x,-8%
Cc1ccccc1OCCN1CCC(Cc2ccccc2)CC1,-91*,8.9µM*,i,-2%,i,4%,x,-3%,-4%
COC(=O)c1c(NC(=O)COC(=O)c2ccc(O)cc2)sc2c1CCCCC2,54,13%,-22%,-3%,i,19%,-12%,8%,-17%[9.22 µM]
O=C(/C=C/[C@H]1O[C@@H](n2ccc(=O)[nH]c2=O)[C@H](O)[C@@H]1O)NCCN1CCCCC1,13,2%,-16%,-8%,i,0%,4%,3%,20%
Cc1ccc(NC(=O)C(CC(C)C)NC(=O)C2CCC(C)CC2)nc1 (configuration not stated),8,0%,-7%[57.5 µM],-3%,i,-5%,6%,10%,-24%
C[C@@H](N)C(=O)N[C@H]1CCC2C3CC=C4C[C@@H](O)CC[C@]4(C)C3CC[C@@]21C (some centres not stated),3,3%,i,11%,i,12%,-4%,2%,-7%
N#Cc1ccc(Oc2cccc(C(=O)O)c2)cc1C#N,12,7%,i,6%,i,-5%,7%,1%,2%
